D1 potentiator – enhances dopamine response at the human D1 receptor. AID 504651. P21728. HEK293 TREx D1 cells, calcium flux, dopamine EC20 potentiation. 360,000 compounds, 0.036% hits. potentiation, % at 10 µM; in the data active = potentiation above about 30%; also: 0% is about no effect
Target sequence (P21728 whole entry, looked up): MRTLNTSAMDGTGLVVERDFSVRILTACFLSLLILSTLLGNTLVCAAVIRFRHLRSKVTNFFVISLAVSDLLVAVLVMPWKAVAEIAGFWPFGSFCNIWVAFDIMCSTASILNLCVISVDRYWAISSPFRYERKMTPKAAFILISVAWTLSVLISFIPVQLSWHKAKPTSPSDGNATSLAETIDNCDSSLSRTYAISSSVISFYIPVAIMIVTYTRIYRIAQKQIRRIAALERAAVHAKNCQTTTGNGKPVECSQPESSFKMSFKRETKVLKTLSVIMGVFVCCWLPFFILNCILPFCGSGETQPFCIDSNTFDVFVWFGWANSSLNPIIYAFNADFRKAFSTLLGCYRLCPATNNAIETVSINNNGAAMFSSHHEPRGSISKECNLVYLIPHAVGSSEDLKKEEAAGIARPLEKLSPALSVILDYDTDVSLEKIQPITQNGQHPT
D1 antag – blocks dopamine activation of the human D1 receptor | P21728 | HEK293 TREx D1 cells, calcium flux, dopamine EC80; hits give low values | activity change, negative = inhibition, % at 10 µM | 360,000 compounds, 3.2% hits | AID 504652; in the data active = activity change below about -30%; also: % is scaled to controls: 0 for no effect and ±100 for the full control effect
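Kinetic fluorescence of a calcium dye serves as the read-out. D1-expressing Hek293 Trex cells, induced overnight at 30 C, are exposed to compound for 180 s before an EC80 dopamine addition, then read 180 s further.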
TRHR enhancer – allosterically enhances the human TRH receptor | TRHR cells, fluo-8 calcium fluorescence, EC20 TRH enhancement | enhancement, % at 2 µM | 360,000 compounds, 0.66% hits; in the data active = enhancement above about 30%; also: 0% is about no effect
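TRHR-expressing cells loaded with fluo-8 calcium dye were read kinetically (ex 480/em 530) during compound addition, then stimulated with an EC20 of TRH (10 nM final). Enhancement of the Gq-mediated intracellular calcium response was scored.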
D2 antagonist – D2 dopamine receptor (human) antagonism | HEK293 TREx D2 cells, calcium flux, dopamine EC80 | inhibition, % at 10 µM | P14416 | 340,000 compounds, 2% hits; in the data active = inhibition above about 30%; also: 0% is about no effect
Target sequence (P14416 whole entry, looked up): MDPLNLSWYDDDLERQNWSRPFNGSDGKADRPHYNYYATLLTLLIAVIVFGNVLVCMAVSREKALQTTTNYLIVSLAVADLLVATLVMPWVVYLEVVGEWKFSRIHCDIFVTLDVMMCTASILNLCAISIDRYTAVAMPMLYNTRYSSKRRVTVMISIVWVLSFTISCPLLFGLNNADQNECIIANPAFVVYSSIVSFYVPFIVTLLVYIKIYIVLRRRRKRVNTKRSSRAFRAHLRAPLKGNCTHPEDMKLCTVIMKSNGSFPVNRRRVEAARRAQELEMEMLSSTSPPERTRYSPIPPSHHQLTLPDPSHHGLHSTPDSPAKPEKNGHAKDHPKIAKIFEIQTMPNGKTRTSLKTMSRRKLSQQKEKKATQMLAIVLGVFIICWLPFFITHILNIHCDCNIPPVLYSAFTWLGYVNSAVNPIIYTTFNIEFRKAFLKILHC
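HEK293 T-REx D2 cells, tet-induced, calcium dye no-wash. Cpd pintool add, 180 s kinetic, then EC80 DA, 180 s kinetic. Ca flux read.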
RXFP1 antag – RXFP1 (human) relaxin receptor antagonism | Q9HBX9 | HEK293-RXFP1, relaxin-stimulated cAMP HTRF, 30 min; hits give low values | activity change, negative = inhibition, % at 57.5 µM | 350,000 compounds, 0.59% hits | AID 1259400;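 active = activity change of -60% or lower, but not beyond a set lower limit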; also: % is scaled to controls: 0 for no effect and ±100 for the full control effect
D1 ag – activates the human D1 dopamine receptor; P21728; HEK293 T-REx D1 cells, calcium flux, agonist mode; activation, % at 2 µM; 360,000 compounds, 1% hits; also: 0% is about no effect
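Tetracycline-induced HEK293 TREx D1 cells, force-coupled to calcium signalling, were dye-loaded with a no-wash calcium kit. Compound was pin-added after a 10 s baseline. Fluorescence was read kinetically at 1 cycle/s for 180 s, with calcium rises flagged as agonism.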
D2 potentiator – D2 dopamine receptor (human) potentiation; P14416; HEK293 T-REx D2, calcium flux, EC20 dopamine potentiation; potentiation, % at 10 µM; 340,000 compounds, 0.34% hits; AID 485347;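 active = potentiation over 3 SD above the plate norm, cut at about 30% in these data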; also: 0% is about no effect
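Cells plated with tetracycline inducer and held overnight at 30 C; calcium dye loaded 30–90 min at room temperature; baseline taken, compound added and read 180 s; EC20 dopamine then added and read 180 s.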
D2 agonist – activates the human D2 dopamine receptor; 340,000 compounds, 0.53% hits; activation, % at 2 µM; P14416; HEK293 T-REx D2 cells, calcium flux agonist mode;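 active = activation over 3 SD above normal in the single-dose calcium agonist read, cut at about 30% in these data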; also: 0% is about no effect
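Tetracycline-induced HEK293 Trex cells with D2 receptor force-coupled to calcium signaling, plated overnight at 30 C and loaded with no-wash calcium dye. Calcium flux read kinetically for 180 s after compound addition; responses flag agonists.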
TRHR ag – TRH receptor (human) agonism | P34981 | 360,000 compounds, 0.18% hits | TRHR cells, calcium flux fluo-8, FDSS agonist mode | activation, % at 2 µM; also: 0% is about no effect
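TRHR-expressing cells loaded with fluo-8 calcium dye; 23 nL library compound pin-transferred, kinetic FDSS fluorescence (Ex 480/Em 530) recorded about 180 s for agonist-induced calcium release, before a 10 nM TRH EC20 addition for potentiator mode.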
Starred values were filed as active, the others as inactive; . = not tested or not shown. Rule as the data show it, unless noted: active = activation above about 30%; inactive = the rest.

SMILES	D1 potentiator	D1 antag	TRHR enhancer	D2 antagonist	RXFP1 antag	D1 ag	D2 potentiator	D2 agonist	TRHR ag
COc1ccc(OC)c(-c2cc(C(=O)Nc3c(C)nn(Cc4ccc(Cl)cc4)c3C)no2)c1	4	7	5	1	-4	4	7	-0.1	-0.7
COc1ccc(-c2cc([C@H]3[C@H]4C=CC[C@@H](C)[C@@H]4C(=O)N3Cc3ccccc3)ccc2F)cc1	6	12	-1	9	.	7	12	-0.4	0.8
COC(=O)c1ccccc1NC(=O)COC(=O)c1ccco1	-7	-4	-2	-16	-9	4	-2	0.1	-0.2
CC(C)(C)OC(=O)CC[C@@H](C(=O)N1CCN(C(=O)OC(C)(C)C)CC1)n1cc(C(CO)NC(=O)OC(C)(C)C)nn1 (some centres undefined)	0	2	-3	-6	.	-3	-2	-0.5	-0.1
CC(Oc1ccccc1)C(=O)NNS(=O)(=O)c1ccc([N+](=O)[O-])cc1 (centres undefined)	-8	-8	1	8	.	0	-5	0.6	0.5
CN(C)CCCNC(=O)/C=C/c1ccc2c(c1)OCO2	-8	-2	0	-11	1	2	-3	1.3	0.7
Clc1ccc(CCNc2nc3ccccc3n3nnnc23)cc1	-5	-12	-1	10	.	1	-9	0.6	0.3
COc1ccc(CCC(=O)OCC(=O)N(CC(C)C)c2c(N)n(Cc3ccccc3)c(=O)[nH]c2=O)cc1	-3	38	0	8	-20	4	5	0.6	0.9
CC1CC(C)CN(Cc2nc(N)nc(Nc3ccc4ccccc4c3)n2)C1 (centres undefined)	-3	0	5	-7	1	1	-5	-0.1	1.3
CC(C1CC2CCC1C2)N1CC(O)=C(c2nc3ccccc3[nH]2)C1=N (centres undefined)	0	9	7	11	-32	3	-6	0.6	0.4
COC(=O)c1ccc(CNC(=O)C2CCC(=O)N(Cc3ccccn3)C2)cc1 (centres undefined)	-7	25	-2	-2	26	4	-5	0.0	-0.1
CCC1CCCCN1CCCNC(=O)Cn1nc(C)n2nc(-c3ccccc3)cc2c1=O (centres undefined)	4	-2	-12	21	11	0	-5	0.7	-0.1
Cc1ccc(S(=O)(=O)NC23CC4CC(CC(C4)C2)C3)cc1	-7	-20	15	-28	-19	3	1	-0.6	0.3
CCc1ccc(CN(C)Cc2nc(Cc3ccc(OC)c(OC)c3)no2)nc1	-3	4	-2	-5	3	1	-1	0.3	-0.3
CC(=O)Nc1ccc(NC(=O)CCc2ccc(C)o2)cc1	16	3	-1	-2	1	1	-4	-0.8	0.2

Next part (6 carried over from the part before).
SMILES	D1 potentiator	D1 antag	TRHR enhancer	D2 antagonist	RXFP1 antag	D1 ag	D2 potentiator	D2 agonist	TRHR ag
CC(C1CC2CCC1C2)N1CC(O)=C(c2nc3ccccc3[nH]2)C1=N (centres undefined)	0	9	7	11	-32	3	-6	0.6	0.4
COC(=O)c1ccc(CNC(=O)C2CCC(=O)N(Cc3ccccn3)C2)cc1 (centres undefined)	-7	25	-2	-2	26	4	-5	0.0	-0.1
CCC1CCCCN1CCCNC(=O)Cn1nc(C)n2nc(-c3ccccc3)cc2c1=O (centres undefined)	4	-2	-12	21	11	0	-5	0.7	-0.1
Cc1ccc(S(=O)(=O)NC23CC4CC(CC(C4)C2)C3)cc1	-7	-20	15	-28	-19	3	1	-0.6	0.3
CCc1ccc(CN(C)Cc2nc(Cc3ccc(OC)c(OC)c3)no2)nc1	-3	4	-2	-5	3	1	-1	0.3	-0.3
CC(=O)Nc1ccc(NC(=O)CCc2ccc(C)o2)cc1	16	3	-1	-2	1	1	-4	-0.8	0.2
COCCCNC(=O)CS(=O)Cc1nc(-c2ccccc2C)oc1C (centres undefined)	-3	-48*	1	-8	-7	2	0	-2.0	0.1
CC(=O)COc1ccc2c(-c3cccc([N+](=O)[O-])c3)cc(=O)oc2c1	-1	2	-8	-3	16	0	-2	-0.1	-0.4
O=[N+]([O-])c1ccccc1Nc1ccc(O)cc1	4	5	1	49*	-39	3	-10	-0.4	-1.3
C#CCOc1ccc(C2CC(=O)Nc3c2c(C)nn3-c2nc(C)cc(C)n2)cc1 (centres undefined)	0	7	1	.	-3	7	-5	1.2	0.5
COc1cc(-c2nn3c(-c4cccnc4)nnc3s2)cc(OC)c1OC	0	4	9	-6	4	-1	16	-0.1	0.3
Cc1ccc(-c2nc(C3CCCN(S(=O)(=O)c4ccc(C(F)(F)F)cc4)C3)no2)cc1 (centres undefined)	1	-1	4	5	4	5	0	0.6	1.8
CCCCCCc1cc2cc(C(=O)Nc3ccccc3OC)c(=O)oc2cc1O	3	2	-3	-1	-8	7	-2	2.6	9.9
CCc1ccc(CN(C)C(=O)c2ccc3c(c2)OCCO3)cc1	-8	-28	2	1	4	3	-6	-0.1	0.3
CCOc1ccc2[nH]c(C)cc(=O)c2c1	9	11	14	-12	3	5	7	0.0	-0.2
CCOc1ccc(NC(=O)CSc2nc(=O)n(Cc3ccccn3)c3c2CCC3)cc1	-8	12	-4	2	-6	3	11	-1.9	-0.3
CCCn1cc(S(=O)(=O)CC(=O)Nc2ccc(OCC)cc2)c2ccccc21	0	5	7	5	-8	0	-5	-0.5	-2.0
Cc1ccc(CN2CCC(n3nccc3NC(=O)CCCc3ccccc3)CC2)o1	1	3	-1	-3	-12	2	-3	0.1	-1.1
Cc1noc(Cn2c(=O)c3ccccc3n(CC(=O)Nc3ccc(F)cc3F)c2=O)n1	-1	-9	0	.	0	-1	-7	0.0	0.0
O=C(c1ccco1)N(CCCN1CCOCC1)c1nc(-c2ccc(Cl)cc2)cs1	-21	-2	-3	9	6	6	-3	0.4	1.2
COC(=O)N/N=C\c1ccc(OC(=O)c2ccco2)cc1	-4	-4	0	6	-16	1	.	-0.4	0.1
O=C(CCNC(=O)c1ccccc1Cl)Nc1nc(-c2ccccc2Cl)cs1	-3	-21	-3	.	-6	6	.	.	-0.8
O=C(c1ccc2c(c1)N(Cc1ccc(Cl)cc1)C(=O)c1ccccc1S2(=O)=O)N1CCOCC1	0	7	-6	.	.	2	-2	1.0	0.3
O=C(CCCN1C(=O)C(c2ccccc2)Oc2cccnc21)Nc1cccc(F)c1 (centres undefined)	-7	-44*	-9	2	-2	2	-6	-0.2	-0.6
CC(C)c1ccc(NC(=S)NNC(=O)c2cccs2)cc1	-5	-17	5	.	-3	3	.	.	-0.4
CCOC(=O)N1CCN(C(=O)c2ccc(Cn3c(=S)[nH]c4cc(C(=O)OC)ccc4c3=O)cc2)CC1	2	-19	1	-2	-4	2	-2	-0.6	0.9
CCOC(=O)C(CCCCC(NC(C)=O)(C(=O)OCC)C(=O)OCC)(NC(C)=O)C(=O)OCC	-2	7	-1	28	11	1	3	0.4	0.4
CC(C)CN(CC(C)C)c1ccc(/C=N/n2cnnc2)cc1[N+](=O)[O-]	-4	-28	-6	10	-30	-1	-2	0.3	-1.6
CC(C)(C)c1ccc(C(=O)O/N=C(\N)c2ccccn2)cc1	3	4	-6	-4	6	2	2	0.8	-0.4
O=C(Nc1cc(Cl)cc(Cl)c1)c1ccc(Cn2c(=O)[nH]c3ccsc3c2=O)cc1	-3	13	18	-23	-6	0	-1	0.5	-0.1
COc1cc2c(cc1/C=C1/NC(=O)N(CC(=O)Nc3ccccc3)C1=O)OCO2	-10	-5	-2	-7	-36	0	-5	0.2	2.1
COc1ccc(CCCC(=O)NCCc2ccccc2)c(C)c1	0	0	2	-2	-11	4	9	-0.7	-1.8
O=C(NCc1csc(-c2cccs2)n1)C1CCCCC1	-2	13	-2	-4	-18	2	9	0.1	-0.6
CCOC(=O)CNc1c(N2CCN(c3ccccn3)CC2)c(=O)c1=O	-1	1	-5	1	.	2	13	0.7	0.0
Cc1ccc(-n2c(C)cc(-c3csc(N)n3)c2C)cc1	-2	2	10	-11	-9	2	-4	-0.4	0.1
CC(OC(=O)c1cccc(-n2cnnn2)c1)C(=O)Nc1ccccc1F (centres undefined)	-3	-3	0	8	-39	5	8	-0.9	0.0
COc1ccc(CCNC(=O)C2CCN(C(=O)c3ccc(F)cc3)CC2)cc1OC	6	46	-2	-3	1	3	11	1.9	0.8
O=C1OCCC1Sc1nnc(-c2ccc(F)cc2)n1Cc1ccccc1 (centres undefined)	7	-1	29	.	1	4	.	.	0.3
Oc1cccc(C(Nc2nccs2)c2ccc3cccnc3c2O)c1 (centres undefined)	-3	-1	0	-18	-24	2	9	-0.2	-1.3
O=C(CCn1nnc2ccccc2c1=O)N[C@@H](Cc1c[nH]c2ccccc12)C(=O)O	0	3	-3	11	-6	0	5	0.6	0.4
O=C1C2C3C=CC(C2C(=O)N1c1nccs1)C1C(=O)N(c2nccs2)C(=O)C31 (centres undefined)	-2	3	3	8	-25	3	5	-0.3	0.6
CSc1nsc(N/N=C/c2ccccc2)c1C#N	-8	-27	5	13	0	12	5	0.8	-0.1
CC(OC(=O)c1ccc2c(c1)OCCO2)C(=O)NC1CCCCC1C (centres undefined)	-6	2	4	9	-72*	5	-11	0.3	-0.2
COc1ccc2cc3cc(C(=O)Nc4ccccc4N4CCN(C)CC4)oc3nc2c1	-10	-41*	-4	-11	5	3	-15	0.1	0.2
Cn1c(=O)cc(OCC(=O)NCCCN2CCN(Cc3ccccc3)CC2)c2ccccc21	3	-25	8	1	.	-2	-2	0.3	-0.5
Cn1c(-c2c(N)n(CCCc3ccccc3)c3nc4ccccc4nc23)nc2ccccc21	-5	3	0	-10	9	52*	23	0.1	-1.0
CCOC(=O)Cc1csc(NC(=O)CSc2nnnn2-c2ccc(CC)cc2)n1	1	12	4	3	5	13	-2	-0.5	0.5
COc1ccc(CNC(=O)COC(=O)CC2CCCC2)cc1	-2	-14	12	11	-5	7	13	-0.2	-0.6
O=C(CC1CCCCC1)NCc1ccc(F)cc1	2	-19	-1	-1	17	-1	4	-0.5	0.7
COC(=O)c1cccc(NC(=O)CSCc2ccccc2)c1	-3	-17	7	3	8	2	8	-0.1	-0.5
CCCn1c(SCC(=O)c2cc(C)n(-c3ccc4c(c3)OCO4)c2C)n[nH]c1=O	-6	-17	2	-19	.	6	-4	0.2	-0.6

Molecules from the list above with a tert-butyl group, in the order listed:
SMILES	D1 potentiator	D1 antag	TRHR enhancer	D2 antagonist	RXFP1 antag	D1 ag	D2 potentiator	D2 agonist	TRHR ag
CC(C)(C)OC(=O)CC[C@@H](C(=O)N1CCN(C(=O)OC(C)(C)C)CC1)n1cc(C(CO)NC(=O)OC(C)(C)C)nn1 (some centres undefined)	0	2	-3	-6	.	-3	-2	-0.5	-0.1
CC(C)(C)c1ccc(C(=O)O/N=C(\N)c2ccccn2)cc1	3	4	-6	-4	6	2	2	0.8	-0.4

Further entries
SMILES	D1 potentiator	D1 antag	TRHR enhancer	D2 antagonist	RXFP1 antag	D1 ag	D2 potentiator	D2 agonist	TRHR ag
Cc1onc(-c2ccccc2)c1C(=O)/C=C/N(C)C	-2	1	14	-14	1	4	2	0.7	1.5
Cn1c(C=O)c(C#Cc2ccccc2)c2ccccc21	0	.	8	-2	.	5	12	-0.1	0.5
CCN1CCN(C(=O)Cn2c(-c3cccs3)cc3cc(Cl)ccc32)CC1	-2	-5	-5	.	-23	1	-5	0.7	0.6
C=CCN1C(=O)C(CC(=O)Nc2ccccc2)SC1=Nc1c(C)n(C)n(-c2ccccc2)c1=O (centres undefined)	2	9	5	5	13	0	6	1.0	-0.3
